GPR151 ag = activators of human GPR151, primary screen, cell-based, PathHunter beta-arrestin, luminescence; PathHunter beta-arrestin GPR151 cells; activation, % at 11.2 µM; 650,000 compounds, 1% hits; AID 1508602, 2020; in the data active = activation above about 4.9%;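 note: 0% = median of compound wells and 100% = cells with positive control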
Target sequence (Q8TDV0 whole entry, looked up): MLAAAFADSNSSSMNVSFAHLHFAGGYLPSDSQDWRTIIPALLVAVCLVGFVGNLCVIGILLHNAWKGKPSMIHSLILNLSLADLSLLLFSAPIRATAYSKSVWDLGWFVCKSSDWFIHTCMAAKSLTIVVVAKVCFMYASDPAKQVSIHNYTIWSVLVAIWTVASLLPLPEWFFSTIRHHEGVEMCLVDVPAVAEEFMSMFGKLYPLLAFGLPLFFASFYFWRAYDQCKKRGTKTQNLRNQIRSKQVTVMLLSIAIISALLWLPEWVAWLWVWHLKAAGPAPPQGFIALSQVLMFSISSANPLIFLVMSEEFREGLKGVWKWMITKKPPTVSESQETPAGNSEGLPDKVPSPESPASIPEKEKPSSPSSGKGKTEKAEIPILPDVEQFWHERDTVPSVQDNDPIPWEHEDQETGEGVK
FBW7 act = FBW7 E3 ligase activators, primary screen, biochemical, AlphaScreen, human. F-box/WD repeat-containing protein 7 (Homo sapiens), Q969H0. AlphaScreen FBW7–phospho-cyclin E peptide binding, activator screen. normalized activity (activation), % at 26.1 µM. 650,000 compounds, 0.13% hits. AID 1259310, 2017; in the data active = normalized activity above about 1.9%;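 note: purified mutant Fbw7 with reduced substrate affinity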
MITF inh = MITF inhibitors, primary screen, biochemical, AlphaScreen, human | Microphthalmia-associated transcription factor (Homo sapiens), O75030 | AlphaScreen MITF homodimerization, bead proximity signal | inhibition, % at 2.6 µM | 650,000 compounds, 0.91% hits; in the data active = inhibition above about 50%;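 note: 0% = vehicle wells with protein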
Target sequence (O75030 whole entry, looked up): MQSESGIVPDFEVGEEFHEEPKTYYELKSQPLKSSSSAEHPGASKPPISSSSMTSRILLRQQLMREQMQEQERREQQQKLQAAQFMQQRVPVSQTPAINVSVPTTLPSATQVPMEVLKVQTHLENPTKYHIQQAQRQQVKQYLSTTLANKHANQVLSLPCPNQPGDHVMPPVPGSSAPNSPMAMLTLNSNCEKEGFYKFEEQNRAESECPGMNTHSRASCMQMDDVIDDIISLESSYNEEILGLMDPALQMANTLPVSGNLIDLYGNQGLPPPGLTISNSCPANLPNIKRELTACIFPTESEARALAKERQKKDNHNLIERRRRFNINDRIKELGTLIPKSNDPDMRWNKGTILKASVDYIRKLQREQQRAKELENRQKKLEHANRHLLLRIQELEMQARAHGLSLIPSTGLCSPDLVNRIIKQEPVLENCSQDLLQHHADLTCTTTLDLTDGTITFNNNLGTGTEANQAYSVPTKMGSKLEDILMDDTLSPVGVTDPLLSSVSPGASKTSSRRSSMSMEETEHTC
TEAD-YAP inh = TEAD-YAP interaction inhibition, primary screen, TEAD-YAP interaction inhibitor project, luminescence, HEK-TIYL cells | TEAD-Gal4/YAP UAS-luciferase luminescence | inhibition, % at 9.12 µM | 640,000 compounds, 1.4% hits | AID 1259422, 2018; in the data active = inhibition above about 32%;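 note: 0% = median of test compound wells and 100% = reference inhibitor wells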
Numbers without * were called inactive.

smiles	GPR151 ag	FBW7 act	MITF inh	TEAD-YAP inh
C=CCSc1nnc2c(n1)OC(c1ccc(O)c(OC)c1)Nc1ccccc1-2 (centres undefined)	0.2	0.0	-2	-17
COc1ccccc1N1CCN(Cc2nc(N)nc(Nc3cccc(C)c3)n2)CC1	-0.7	-0.1	5	2
O=C1CCC(CCNCc2ccccc2)N1CC(c1ccccn1)N1CCOCC1 (centres undefined)	-0.4	0.0	5	0
Cc1ccccc1-n1[nH]c(C)c(C=Nc2ccc(O)cc2)c1=O	0.4	-0.3	5	-9
C=CCn1c(=O)[nH]c2cc(C(=O)NCCc3ccc(OC)c(OC)c3)ccc2c1=O	-0.7	0.8	14	16
Cc1ccc2nc(C(F)(F)F)c(C(=O)NC3CCCCNC3=O)n2c1 (centres undefined)	-0.6	-0.4	-4	3
Cc1c(/C=N/Nc2cccc3cccnc23)c(=O)n(-c2ccccc2)n1C	-5.2	-0.1	19	88*
COc1ccccc1-n1c(-c2cccs2)n[nH]c1=S	0.0	-0.1	1	-22
Cc1ccc(C)c(-n2nnnc2SCC(=O)NC(C)(C)C)c1	0.6	0.0	-7	4
C=CCNC(=O)c1cccc(OC)c1OC	3.9	0.4	-13	-1
O=C(CSc1ccc(Cl)cc1)Nc1ccccc1N1CCOCC1	-0.9	-0.2	-1	-39
CC1CN(CCOCCOc2ccc(Br)cc2Cl)CC(C)O1 (centres undefined)	1.5	-0.2	41	-10
CCCCCCC(O)(CCCCCC)C(=O)NN(c1ccccc1)S(=O)(=O)c1ccccc1	0.1	0.1	17	-7
COc1cccc(CNCc2cccnc2)c1	0.2	0.3	7	11
CCCCC(=O)NC1(C(F)(F)F)C(=O)N(CCCC)C(C)=C1C(C)=O (centres undefined)	-0.2	-0.1	11	10

The closing two entries of the section before lead into the next:
smiles	GPR151 ag	FBW7 act	MITF inh	TEAD-YAP inh
COc1cccc(CNCc2cccnc2)c1	0.2	0.3	7	11
CCCCC(=O)NC1(C(F)(F)F)C(=O)N(CCCC)C(C)=C1C(C)=O (centres undefined)	-0.2	-0.1	11	10
O=C(CCSc1ccccc1)OCC(=O)c1ccccc1	-0.4	0.1	-6	-3
CNC1=C(C)C(=O)c2ccccc2C1=O	-1.5	-0.3	3	-16
CCC(=O)N1CCCc2cc(S(=O)(=O)NC3CCCCC3)ccc21	0.3	-0.2	-3	-3
O=C(COc1ccccc1O)Nc1ccc(I)cc1	1.7	-0.2	0	2
COCCCN1C(=S)NC2c3cccc(OC)c3OC1(C)C2C(=O)Nc1ccc(Cl)cc1 (centres undefined)	-1.2	0.1	28	5
CCCn1c(N)c(C(=O)CSc2nnnn2-c2ccc(O)cc2)c(=O)n(C)c1=O	0.4	0.0	-15	9
O=C1NC(=O)C(=Cc2cn(-c3ccccc3)nc2-c2ccc(OC(F)F)cc2)C(=O)N1	1.9	0.0	1	1
C#CCOC(=O)CCC(=O)Nc1ccc(C)cc1	0.1	0.1	0	0
CC(C)(C)C(=O)Nc1ccc(C(=O)Nc2cccc(I)c2)cc1	-0.9	0.2	17	-10
CC(CNC(=O)C(=O)Nc1cccc(Cl)c1Cl)c1ccccc1 (centres undefined)	0.7	-0.1	5	8
CCC1(C(=O)c2ccccc2)C(c2ccc(Br)cc2)C1(C(=O)OC)C(=O)OC (centres undefined)	0.3	-0.1	-4	11
Cc1ccc(C)c(S(=O)(=O)Nc2ccc(I)cc2)c1	0.3	0.1	5	47*
N#Cc1ccccc1CSCCNC(=O)CCl	-1.4	-0.1	-4	4
CCc1sc(C(=O)Nc2cccc(NC(C)=O)c2)cc1Br	-2.4	0.8	-6	-14
CCOC(=O)C1=C(O)/C(=C/c2ccc(O)c(OCC)c2)SC1=Nc1ccccc1	1.5	0.0	-17	-25

Whole records as entered above:
Cc1ccc(C)c(S(=O)(=O)Nc2ccc(I)cc2)c1 as listed: GPR151 ag: 0.3; FBW7 act: 0.1; MITF inh: 5; TEAD-YAP inh: 47*
CCC1(C(=O)c2ccccc2)C(c2ccc(Br)cc2)C1(C(=O)OC)C(=O)OC (centres undefined) as listed: GPR151 ag: 0.3; FBW7 act: -0.1; MITF inh: -4; TEAD-YAP inh: 11
CCCn1c(N)c(C(=O)CSc2nnnn2-c2ccc(O)cc2)c(=O)n(C)c1=O as listed: GPR151 ag: 0.4; FBW7 act: 0.0; MITF inh: -15; TEAD-YAP inh: 9

Next section
smiles	GPR151 ag	FBW7 act	MITF inh	TEAD-YAP inh
Cn1c(=O)c2c(nc3n(Cc4ccco4)c(-c4ccc(Br)cc4)cn23)n(C)c1=O	0.6	-0.2	13	-2
Cc1noc(CNC(=O)c2cc(-c3ccccc3)nn2C)n1	0.4	-0.1	0	-7
Fc1ccc(-c2cnc3n2CCCC3)cc1	2.4	0.0	-1	-2
CCC(NC(C)=O)C12CC3CC(CC(C3)C1)C2 (centres undefined)	0.0	0.0	3	3
COc1ccc(N(CC(=O)N2CCC(C(N)=O)CC2)S(C)(=O)=O)cc1OC	1.5	0.1	10	2
CCN(CC)S(=O)(=O)c1cccc(C(=O)Nc2ccc(C#N)cc2)c1	4.8	-0.2	0	47*
O=C1NC(=Nc2ccccc2)S/C1=C/c1cccc(Oc2ccccc2)c1	1.5	0.4	-8	4
COc1ccc(CC(C(=O)Nc2cccc(F)c2)c2nn[nH]n2)c(OC)c1 (centres undefined)	-1.0	0.3	-8	11
Cc1nc(N2CCC(C)CC2)c2c(C)c(C(=O)Nc3ccc4c(c3)OCCO4)sc2n1	0.7	0.1	13	-1
CCN(CC)c1ccc2cc(-c3nc(-c4ccccc4)cs3)c(=Nc3ccc(OC)cc3)oc2c1	-1.2	0.0	-3	-11
Cc1cc2cc(CNC(=O)Nc3ccc(Cl)cc3)ccc2n1C	0.9	0.0	-10	0
CCn1c(SCC(=O)Nc2ccc(NC(C)=O)cc2C)nnc1-c1cccs1	0.8	0.3	10	6
CCOC(=O)C1=C(C)N=c2s/c(=C\c3ccc(-c4cc([N+](=O)[O-])ccc4Cl)o3)c(=O)n2C1c1ccccc1OC (centres undefined)	-0.1	0.0	-7	3
CC(C)OC(=O)c1ccc(-c2ccc(/C=C(\C#N)C(N)=C(C#N)C#N)o2)cc1	-0.6	0.8	15	-76
Cc1ccc(Sc2c(-c3ccc(Br)cc3)nc3ccccn23)cc1	-0.4	0.0	7	-23
Cc1noc(C)c1C(=O)Nc1cccc([N+](=O)[O-])c1C	-0.6	-0.1	6	3
CCN1CCN(C(=O)c2cc3cc([N+](=O)[O-])ccc3oc2=O)CC1	0.0	0.4	-4	-2
O=C(CC1(O)C(=O)Nc2ccc(Br)cc21)c1cccnc1 (centres undefined)	-0.7	0.0	13	5
CC(C)c1ccc(S(=O)(=O)N2CCN(Cc3ccccc3)CC2)cc1	1.7	0.1	-7	1
O=C1CCCN1CCCNc1nc(N2CCN(Cc3ccc4c(c3)OCO4)CC2)nc2c1ncn2-c1ccsc1	-0.2	-0.3	7	16
COc1cccc(Cn2cc(I)c(=O)[nH]c2=O)c1	-1.5	0.0	-11	-6
Nc1nc(-c2ccc(Cl)cc2)nn1C(=O)c1ccccc1Cl	-1.5	0.1	21	-5
CCOc1ccccc1NC(=O)C1=C(C)NC(=O)NC1c1ccccc1 (centres undefined)	-1.4	-0.1	-15	-3
CN(C)c1ccc(/C=N/NC(=S)NCc2ccco2)cc1	-0.7	0.1	2	-7
CCNc1ccc(N2CCC(C(=O)NCCCN3CCCC3=O)CC2)nn1	0.3	0.0	-4	-2
Cc1cc(F)ccc1S(=O)(=O)NCC1(c2ccc(F)cc2)CC1	1.2	0.0	4	-6
Cc1cc(C2C(C#N)=C(N)N(c3ccccc3[N+](=O)[O-])C3=C2C(=O)CCC3)c(C)s1 (centres undefined)	-0.3	0.6	12	12
CCC(C)c1ccc(OCCCN2CCOCC2)cc1 (centres undefined)	0.5	-0.2	38	-14
CC(C)CCn1nnnc1C(C(C)C)N1CCN(c2ccccc2)CC1 (centres undefined)	0.8	0.1	13	-6
COc1cccc(NC(=O)COc2ccccc2C(N)=O)c1	-5.4	0.0	4	-56
NNc1nc2sc3c(c2c(=O)n1-c1ccccc1)CCCCC3	-1.1	0.3	5	-18
O=C1NC(=O)C(Cc2c[nH]c3ccccc23)N1 (centres undefined)	3.3	-0.2	1	5
O=C1OC(c2ccco2)=N/C1=C\c1cccc(C(F)(F)F)c1	0.4	-0.1	-1	-1
O=C(CSC1=Nc2cccnc2Nc2ccccc21)Nc1ccc(F)cc1F	-1.7	-0.4	19	-25
CCOc1ccc2nc(SCC(=O)NC3CC3)sc2c1	-0.5	0.1	-15	-20
CCOC(=O)CSc1nnc(CNc2ccc(C)cc2C)n1CC	-0.1	-0.1	8	5
COc1ccccc1NC(=O)COc1cccc(Cl)c1	1.0	0.2	3	2
CCOC(=O)C1=C(C)N=c2s/c(=C\c3ccc(-c4ccc(C(=O)OCC)cc4)o3)c(=O)n2C1c1ccc(SC)cc1 (centres undefined)	-0.8	-0.2	2	-9
CCOC(=O)C1=C(C)C2C3C(=O)N(c4ccccc4C)C(=O)C3C1(C)C1C(=O)N(c3ccccc3C)C(=O)C21 (centres undefined)	1.0	0.0	7	9
COCCCNC(=O)CCCCn1c(=O)[nH]c2ccccc2c1=O	1.0	0.0	-5	4
COCCOC(=O)C1=C(C)NC2=C(C(=O)CC(c3ccc(OC)cc3)C2)C1c1ccc(OC(C)=O)c(OC)c1 (centres undefined)	-1.6	0.1	11	9
Cc1ccc(NCC(=O)N/N=C\c2cc(I)ccc2O)cc1	0.3	0.3	-5	-8
O=C(NC1CCCC1)c1ccc2c(c1)NC(=O)c1ccccc1S2	0.6	-0.2	6	10
CCN(Cc1ccccc1)S(=O)(=O)c1ccc(F)c(C(=O)Nc2ccc(Cl)cc2)c1	0.4	0.1	5	-11
COc1ccccc1-n1c(CNC(=O)c2ccc(S(=O)(=O)N(C)C)cc2)nnc1SCC(=O)Nc1nccs1	-0.4	-0.1	0	-5
CC(NC(=O)c1cccc(N2C(=O)c3ccccc3C2=O)c1)c1ccccc1 (centres undefined)	-0.3	-0.1	3	6
CC(C)C12CN3CC(C(C)C)(CN(C1)C3c1ccc(Br)cc1)C2=O (centres undefined)	-0.7	-0.2	-5	-3
Cc1ccc(/C=N/N2C(=O)C3C4C=CC(CC4)C3C2=O)cc1Br (centres undefined)	-1.3	-0.1	1	0
Cc1ccn2c(CNCCN3CCCC3)c(C(=O)N3CCCCCC3)nc2c1	2.2	-0.1	5	-6
COc1ccc(C(=O)NNc2cc(C)nc3c(C)cccc23)cc1	-0.7	0.1	13	10
Cc1ccc(S(=O)(=O)N2CCN(C(C)CC(=O)O)CC2)cc1 (centres undefined)	-0.8	-0.1	65*	-15
CS(=O)(=O)Nc1ccc(-c2ccnc(Nc3ccc(-n4ccnn4)cc3)n2)cc1	1.0	-0.1	-2	-4
CC(=O)N1CCC(N(C2CC2)S(=O)(=O)c2ccc([N+](=O)[O-])cc2)CC1	-1.8	-0.2	2	-5
CC1CCC(NC(=O)C2CC(=O)N(C3CCCCCC3)C2)CC1 (centres undefined)	4.7	0.7	18	-9
O=[N+]([O-])c1ccc(C2(O)CN(c3ccccc3)C3=[N+]2CCCCC3)cc1 (centres undefined)	1.1	0.1	-3	3
Cc1noc(C)c1C(=O)N1CCCC(CNS(=O)(=O)Cc2ccccc2)C1 (centres undefined)	1.3	-0.1	-5	-6
CC1CN(CC(=O)NC2CCCc3ccccc32)Cc2ccccc2O1 (centres undefined)	0.2	-0.1	3	-6
COc1cc(C(C)=O)ccc1OCC(=O)OCC(=O)c1cc(C)n(-c2ccccc2)c1C	-0.9	-0.1	2	3
CCCC1CCC(c2ccc(C(=O)Oc3ccc(C)nc3)cc2)CC1 (centres undefined)	-0.9	0.0	14	6
CCOC(=O)N1CCN(c2nc(-c3ccccc3)c3cc(C)ccc3n2)CC1	0.2	0.0	-3	0

(cont.)
smiles	GPR151 ag	FBW7 act	MITF inh	TEAD-YAP inh
COc1cc(C2Oc3ccccc3C3CC(c4ccccc4)=NN32)cc(OC)c1OC (centres undefined)	0.8	0.0	5	-48
Cc1ccc(CN2CCC(C(Cc3ccccc3)N(C)C(=O)c3ccn(C)n3)CC2)o1 (centres undefined)	-0.8	0.3	21	3
Cn1ccnc1C1(O)CC2CCC(C1)N2C(=O)c1ccco1 (centres undefined)	-0.4	-0.1	8	10
CCCCCCNc1ccc([N+](=O)[O-])cc1[N+](=O)[O-]	-1.0	-0.1	13	4
Cc1cc(C)cc(OCC(=O)NNC(=O)CCC(=O)Nc2ccc(C)cc2C)c1	1.1	-0.1	-5	10
COc1ccccc1CNCC1CCCO1 (centres undefined)	-0.5	0.1	-8	-7
